ALOX12 inh = Primary qHTS assay for inhibitors of human arachidonate 12S-lipoxygenase (ALOX12): Round 2. AID 1671190, 2021. 1.1% of 580,000 active. Potency, µM (highest dose often 108 µM), for the others: top-dose activity change, negative = inhibition, most hits filed as inhibitors. purified 12hLO, xylenol orange hydroperoxide absorbance; also: potency is read from the fitted curve at half-maximal effect; % is scaled to controls: 0 for no effect and ±100 for the full control effect
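Purified human 12hLO at 150 nM in 25 mM Hepes, 0.01% Triton X-100, pH 7.0, preincubated 15 min at room temperature with compound. Reaction started with 40 uM arachidonic acid, 30 min at room temperature. Hydroperoxide measured by Fe-xylenol orange, 573/405 nm absorbance ratio.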
G9a inh = qHTS Assay for Inhibitors of Histone Lysine Methyltransferase G9a; Histone-lysine N-methyltransferase EHMT2 (Homo sapiens), Q96KQ7; G9a H3K9 monomethylation, AlphaScreen, 2 h; Potency, µM (doses to about 102 µM), for inactives: at the top dose activity, negative = inhibition, most hits filed as inhibitors; 8.8% of 350,000 active; AID 504332, 2011; also: potency is read from the fitted curve at half-maximal effect; % is scaled to controls: 0 for no effect and ±100 for the full control effect; nearly all actives have a fitted effect of over 75% in size
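Quantitative HTS format: methyltransferase activity on a biotin-tagged H3K9 peptide is measured by AlphaScreen, using a rabbit anti-monomethyl-H3K9 antibody with streptavidin donor and anti-IgG acceptor beads. Final levels are 20 nM enzyme, 500 nM peptide, 20 uM SAM; 2 h RT.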
ERG-DNA inh = qHTS for Small Molecule Inhibitors of the ERG Ets/DNA interaction. Transcriptional regulator ERG (Homo sapiens), P11308. fluorescence polarization, His-ERG Ets domain / labelled DNA. Potency, µM (top dose mostly 76.9 µM), for inactives: at the highest dose FP activity, negative = inhibition, actives largely listed as inhibitors. 0.028% of 370,000 active; active = well fitted inhibition curve with a large enough effect in the polarisation, with a control signal flat; inconclusive = small, poorly fitted or top-dose-only effect, or effect the other way, or a change in a side signal; inactive = no such curve, though single readings can be large or run the other way; the % refers to the polarisation;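 also: polarization taken with two DNA probes labelled with fluorescein and Texas red; potency is read from the fitted curve at half-maximal effect; % of control where 0% means no effect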
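His-tagged ERG Ets domain (1 uM in the protein solution; 300mM KCl, 50mM Tris-HCl, 1mM EDTA, 1mM DTT, pH 7.5) received compound, then a probe mix of 5 nM fluorescein-DNA and 100nM Texas-615-DNA. Fluorescence polarization was read for both dyes.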
PI4K2A inh = qHTS for small molecular inhibitors of PI4K2A; Phosphatidylinositol 4-kinase type 2-alpha (Homo sapiens), Q9BTU6; purified PI4K2A, ADP-Glo luminescence, 1 h; hits give low values; activity change, negative = inhibition, % at 76.9 µM; 0.13% of 420,000 active; in the data active = activity change below about -50%; inconclusive = mostly about -30% to -49%;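 also: -100% = wells without enzyme as full effect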
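Compounds are screened against recombinant PI4K2A using PI as substrate and ATP, the latter dispensed at 300 microM. Reactions run one hour at ambient temperature before ADP-Glo detection; full inhibition defined by wells lacking enzyme.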
JMJD2A Tudor = qHTS Assay for Inhibitors of JMJD2A-Tudor Domain. Lysine-specific demethylase 4A (Homo sapiens), O75164. AlphaScreen JMJD2A-Tudor / H3K4me3 peptide binding. Potency, µM (titrated, usually from 114 µM), inactives show at the highest dose activity change, negative = inhibition, actives largely listed as inhibitors. 4.4% of 390,000 active. AID 504339, 2011; also: potency is read from the fitted curve at half-maximal effect; % is scaled to controls: 0 for no effect and ±100 for the full control effect; nearly all actives have a fitted effect of over 50% in size
RGS4 inhibitor = Inhibitors of Regulator of G Protein Signaling (RGS) 4: qHTS. Transcreener GDP fluorescence polarization, RGS4-accelerated GTP hydrolysis. Potency, µM (doses to about 114 µM), inactives show at the highest dose activity change, negative = inhibition, hits mostly inhibitors. 0.039% of 390,000 active; also: potency is read from the fitted curve at half-maximal effect; % is scaled to controls: 0 for no effect and ±100 for the full control effect; nearly all actives have a fitted effect of over 75% in size; some results filed as inactive show a strong effect at the top dose
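MLSMR compounds (23 nl, pin-transferred) preincubated 10 min at room temperature with a 500nM (2x) first reagent, then RGS4 at 900nM (2x) plus Transcreener GDP mix added; fluorescence polarization (620/688 nm) read before and after 90 min at 30 °C.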
HP1b chromo inh = HTS for Inhibitors of HP1-beta Chromodomain Interactions with Methylated Histone Tails; Chromobox protein homolog 1 (Homo sapiens), P83916; Potency, µM (doses to about 114 µM), without a hit: top-dose activity change, negative = inhibition, usual class: inhibitors; 0.56% of 390,000 active; AID 540317, 2011; AlphaScreen HP1-beta / biotin-H3K9me3 peptide binding; also: potency is read from the fitted curve at half-maximal effect; nearly all actives have a fitted effect of over 70% in size; inactives centre near 23
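AlphaScreen: HP1-beta (50 nM) preformed 30 min with biotin-H3(1-18)K9me3 peptide (50 nM) in PBS pH 7.4, 0.01% Tween-20. Compound added for 30 min at RT, then streptavidin donor/nickel chelate acceptor beads (10 ug/mL) for 30 min.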
GLS inhibitor = qHTS for Inhibitors of Glutaminase (GLS). Potency, µM (highest dose often 45.5 µM), for the others: top-dose activity change, negative = inhibition, usual class: inhibitors. 0.21% of 410,000 active. AID 624170, 2012. Glutaminase kidney isoform, mitochondrial (Homo sapiens), O94925. GLS enzymatic activity, qHTS titration; also: potency is read from the fitted curve at half-maximal effect; % is scaled to controls: 0 for no effect and ±100 for the full control effect
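Enzyme dispensed in phosphate buffer (45 mM, pH 8.2, 0.02% Tween-20), compounds pinned in, then 1 mM L-glutamine solution and the glutamate oxidase–HRP–Amplex Red mix added; fluorescence read immediately and again after 30 min at room temperature.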
BAZ2B block = qHTS Assay for Inhibitors of BAZ2B. Bromodomain adjacent to zinc finger domain protein 2B (Homo sapiens), Q9UIF8. AlphaScreen BAZ2B-H3K14Ac peptide displacement. Potency, µM (doses to about 114 µM), for the others: top-dose activity change, negative = inhibition, most hits filed as inhibitors. 4.4% of 360,000 active. AID 504333, 2011; also: potency is read from the fitted curve at half-maximal effect; % is scaled to controls: 0 for no effect and ±100 for the full control effect; nearly all actives have a fitted effect of over 60% in size
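AlphaScreen displacement of biotin-H3(5-23)K14Ac peptide (50 nM final) from BAZ2B (50 nM final) in PBS pH 7.4, 0.01% Tween-20; complex preformed 30 min RT, then compounds (top 110 uM) 30 min RT, beads 20 min dark.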
* hit, by the source's call; & = joins results of further samples; [ ] = remark or other dose. Unless noted, calls follow the shape of the dose curve; as a rule, active = well fitted curve in the direction sought with a large enough effect; inconclusive = small, poorly fitted or top-dose-only effect, or another doubt; inactive = no such curve, though single readings can be large; an effect the other way counts as inactive or inconclusive. Some of the compounds tested. The share of hits here may be higher or lower than overall.

`O=C(CNS(=O)(=O)c1ccccc1)OCC(=O)c1ccc([N+](=O)[O-])cc1` gave ALOX12 inh -14%, G9a inh 7.1µM*, PI4K2A inh -3, JMJD2A Tudor inconclusive, RGS4 inhibitor -14%, HP1b chromo inh 37%, GLS inhibitor 12% and BAZ2B block -26%.
Screening Nc1nnnn1/N=C/c1ccco1 returned ALOX12 inh -13%, G9a inh -44%[12.7 µM], ERG-DNA inh -4%, PI4K2A inh 1, JMJD2A Tudor -12%, RGS4 inhibitor -8%, HP1b chromo inh 32%, GLS inhibitor 0% and BAZ2B block -20%.
`Cc1ccc(C)c(S(=O)(=O)NNC(=O)c2sc(NS(=O)(=O)c3ccccc3)nc2C)c1` gave ALOX12 inh 0%, G9a inh -5%, ERG-DNA inh 2%, PI4K2A inh -1, JMJD2A Tudor -14%, RGS4 inhibitor 18%, HP1b chromo inh 15%[57 µM], GLS inhibitor 22% and BAZ2B block -23%.
Screening Cc1ccc(-n2nnnc2SCC(=O)NNC(=O)c2ccc([N+](=O)[O-])cc2)cc1 returned ALOX12 inh -9%, ERG-DNA inh -9%, PI4K2A inh -25, JMJD2A Tudor -27%, RGS4 inhibitor -14%[56.9 µM], HP1b chromo inh 54%[activator], GLS inhibitor -5% and BAZ2B block inconclusive.
For CCCCc1nn(-c2cc(Cl)ccc2OC)c2c1C(=O)CCC2 the results were ALOX12 inh 8%&-13%, G9a inh -21%, ERG-DNA inh 2%, PI4K2A inh -2, JMJD2A Tudor 19%, RGS4 inhibitor 12%, HP1b chromo inh 62%[activator], GLS inhibitor -1% and BAZ2B block 1%.
Screening Cc1cc(Br)ccc1NC(=O)C1CCCO1 (stereo not drawn) returned ALOX12 inh 14%, G9a inh 3%[59 µM], PI4K2A inh 0, JMJD2A Tudor -12%, RGS4 inhibitor 19%, HP1b chromo inh 17%, GLS inhibitor 8% and BAZ2B block 0%.
For O=C(NC1CCCN(Cc2ccccc2F)C1)C1CCC1 (stereo not drawn) the results were ALOX12 inh 9%, ERG-DNA inh -8%, PI4K2A inh -2, JMJD2A Tudor -14%, RGS4 inhibitor 2%, HP1b chromo inh 14%, GLS inhibitor 1% and BAZ2B block -3%.
For Cc1nc(Nc2ccc(Cl)c(Cl)c2)sc1C(=O)Nc1ccccc1 the results were ALOX12 inh inconclusive, G9a inh inconclusive, ERG-DNA inh 16%, PI4K2A inh -2, JMJD2A Tudor 22µM*, RGS4 inhibitor -4%[11.4 µM], HP1b chromo inh -13%, GLS inhibitor 43%[activator] and BAZ2B block -32%.
Screening Cc1ccc(-c2cc(C(=O)Nc3ccc(S(=O)(=O)Nc4ncccn4)cc3)[nH]n2)c(O)c1C returned ALOX12 inh 15%, G9a inh inconclusive, ERG-DNA inh 4%, PI4K2A inh 4, JMJD2A Tudor -14%, RGS4 inhibitor -18%, HP1b chromo inh 44%[activator], GLS inhibitor inconclusive and BAZ2B block -17%.
Screening Cc1ccc(C)c(SCC(=O)Nc2ccc(S(=O)(=O)Nc3ncccn3)cc2)c1 returned ALOX12 inh inconclusive, G9a inh 4%, ERG-DNA inh 2%, PI4K2A inh -4, JMJD2A Tudor -28%, RGS4 inhibitor 13%, HP1b chromo inh -13%, GLS inhibitor 1% and BAZ2B block -35%.
CC(=O)Nc1cccc(C(=O)/C=C/c2ccc(Br)cc2)c1 was read as ALOX12 inh -5%, G9a inh 11%[59 µM], ERG-DNA inh -7%, PI4K2A inh 11, JMJD2A Tudor -20%, RGS4 inhibitor -49%, HP1b chromo inh 4%, GLS inhibitor 4% and BAZ2B block -2%.
CNC(=S)N1N=C(c2ccc(C)cc2)CC1c1ccc(OC)cc1 (stereo not drawn) was read as ALOX12 inh 0%, G9a inh 8%[0.501 µM], ERG-DNA inh 10%, PI4K2A inh 7, JMJD2A Tudor -15%, RGS4 inhibitor -17%, HP1b chromo inh 31%, GLS inhibitor 7% and BAZ2B block -35%.
`Cc1cc(NC(=O)C2CC(c3ccccc3Cl)=NO2)no1` (stereo not drawn) gave ALOX12 inh -11%, G9a inh 11%, ERG-DNA inh -8%, PI4K2A inh 7, JMJD2A Tudor 7%, RGS4 inhibitor 4%, HP1b chromo inh 22%, GLS inhibitor -3% and BAZ2B block 12%.
For CCOC(=O)c1sc(N2C(=O)C(O)=C(C(=O)c3ccc(C)o3)C2c2ccc(OC)c(OC)c2)nc1C (stereo not drawn) the results were ALOX12 inh -49%, G9a inh 24%, ERG-DNA inh -8%, PI4K2A inh 1, JMJD2A Tudor -27%, RGS4 inhibitor inconclusive, HP1b chromo inh 9%, GLS inhibitor -11% and BAZ2B block -26%.
COC(=O)c1ccc2c(=O)n(CCCCCC(=O)NCc3ccccc3)c(=O)[nH]c2c1 was read as ALOX12 inh -11%&-5%, G9a inh 4%[59 µM], ERG-DNA inh 0%&0%, PI4K2A inh 2&3, JMJD2A Tudor -15%&-16%, RGS4 inhibitor -33%&-4%, HP1b chromo inh 35%&8%, GLS inhibitor -3%&-7% and BAZ2B block 3%&-3%.

Arranged by molar mass (falling): some entries from above.
Screening Cc1ccc(-c2cc(C(=O)Nc3ccc(S(=O)(=O)Nc4ncccn4)cc3)[nH]n2)c(O)c1C returned ALOX12 inh 15%, G9a inh inconclusive, ERG-DNA inh 4%, PI4K2A inh 4, JMJD2A Tudor -14%, RGS4 inhibitor -18%, HP1b chromo inh 44%[activator], GLS inhibitor inconclusive and BAZ2B block -17%.
`Cc1cc(NC(=O)C2CC(c3ccccc3Cl)=NO2)no1` (stereo not drawn) gave ALOX12 inh -11%, G9a inh 11%, ERG-DNA inh -8%, PI4K2A inh 7, JMJD2A Tudor 7%, RGS4 inhibitor 4%, HP1b chromo inh 22%, GLS inhibitor -3% and BAZ2B block 12%.
Screening Nc1nnnn1/N=C/c1ccco1 returned ALOX12 inh -13%, G9a inh -44%[12.7 µM], ERG-DNA inh -4%, PI4K2A inh 1, JMJD2A Tudor -12%, RGS4 inhibitor -8%, HP1b chromo inh 32%, GLS inhibitor 0% and BAZ2B block -20%.

More entries follow:
For COC(=O)c1ccc(NC(=S)N2CCN(Cc3ccccc3OC)CC2)cc1 the results were ALOX12 inh -2%, G9a inh inconclusive, ERG-DNA inh 3%, PI4K2A inh -7, JMJD2A Tudor -20%, RGS4 inhibitor -28%, HP1b chromo inh 23%, GLS inhibitor 5% and BAZ2B block inconclusive.
COC(=O)CN1C(C(=O)c2ccccc2)=C(OC(=O)c2ccccc2)c2ccccc2S1(=O)=O was read as ALOX12 inh -18%, G9a inh -20%[59 µM], ERG-DNA inh -4%, PI4K2A inh 42, JMJD2A Tudor inconclusive, RGS4 inhibitor -1%, HP1b chromo inh -23%, GLS inhibitor 7% and BAZ2B block inconclusive.
Screening CC(C(=O)Nc1cc([N+](=O)[O-])ccc1Cl)N1CCN(c2ccccc2O)CC1 (stereo not drawn) returned ALOX12 inh 11%, G9a inh 2%[59 µM], ERG-DNA inh 0%, PI4K2A inh 5, JMJD2A Tudor -23%, RGS4 inhibitor -33%, HP1b chromo inh -10%, GLS inhibitor 18% and BAZ2B block inconclusive.
Cc1ccccc1C(=O)N1CCN(c2ccc(NC(=O)c3cccnc3)cc2)CC1 was read as ALOX12 inh 0%, G9a inh 1%[59 µM], ERG-DNA inh 3%, PI4K2A inh 2, JMJD2A Tudor -11%, RGS4 inhibitor 26%, HP1b chromo inh 6%, GLS inhibitor 3% and BAZ2B block -29%.
CCOc1cc(C(N)=O)cc(Br)c1OCC was read as ALOX12 inh 19%, G9a inh 11%, ERG-DNA inh -3%, PI4K2A inh -4, JMJD2A Tudor -17%, RGS4 inhibitor 7%, HP1b chromo inh 16%, GLS inhibitor 11% and BAZ2B block -35%.
For C=CCN(CC=C)C(=O)CN1C(=O)c2ccccc2C1=O the results were ALOX12 inh 2%, G9a inh 6%[59 µM], ERG-DNA inh 2%, PI4K2A inh -3, JMJD2A Tudor -30%, RGS4 inhibitor 27%, HP1b chromo inh 13%, GLS inhibitor -2% and BAZ2B block 13%.
Screening CC1=NN(C(=O)c2ccc(Cl)cc2)C(O)(c2ccccc2)C1 (stereo not drawn) returned ALOX12 inh 1%, ERG-DNA inh 3%, PI4K2A inh 2, JMJD2A Tudor inconclusive, RGS4 inhibitor -23%, HP1b chromo inh 27%, GLS inhibitor -3% and BAZ2B block 50µM*.
COc1ccc(OC)c(NC(=S)NCc2cccs2)c1 was read as ALOX12 inh inconclusive, G9a inh 13%[59 µM], ERG-DNA inh 2%, PI4K2A inh 5, JMJD2A Tudor -21%, RGS4 inhibitor -18%, HP1b chromo inh 25%, GLS inhibitor 18% and BAZ2B block -7%.
